hgDAF-12 ag: agonists of H. glycines DAF-12 nuclear receptor | HEK293 GAL4-hgDAF12 UAS-luciferase reporter, agonist luminescence; normalized to butyrate control | activation, % at 6.8 µM | 370,000 compounds, 1.8% hits;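 active = activation above a cutoff set at the mean of all screened compounds plus 3 SD, cut at about 10% in these data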;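 also: 0% = DMSO wells and 100% = sodium butyrate wells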
GC-A act: GC-A (human) enzyme activation; 370,000 compounds, 0.14% hits; HEK293 GC-A cells, cGMP TR-FRET, EC30 ANP; 0% at EC30 ANP, 100% saturating ANP; P16066; activation, % at 10 µM; in the data active = activation above about 40%
ADAM10 inh: inhibits human ADAM10; O14672; recombinant ADAM10, EDANS/DABCYL FRET peptide cleavage, 3 h; inhibition, % at 7 µM; 370,000 compounds, 0.62% hits; AID 720582;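 active = inhibition above a per-campaign cutoff equal to the mean of compounds falling between control-based bounds plus 3 SD, cut at about 20% in these data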;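 also: 0% = DMSO wells while the 100% control is not disclosed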
DAX1 inh-1: blocks DAX1 repression of SF-1 activated StAR promoter; HEK293T StAR-luciferase reporter, SF-1/DAX-1 repression relief; inhibition, % at 6.8 µM; 370,000 compounds, 1.1% hits; AID 652010;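 active = inhibition above the mean over all tested compounds plus 3 SD, cut at about 3.6% in these data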;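 also: 0% = DAX-1 cells with DMSO and 100% = cells lacking DAX-1 with DMSO; higher inhibition means more luminescence from relief of DAX-1 repression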
SMARCA2 act: activators of SMARCA2 function; MG213 cells, MMTV-luciferase reporter, dexamethasone, overnight; activation, % at 9.1 µM; 370,000 compounds, 1% hits; AID 652017; in the data active = activation above about 7.8%;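 also: 0% = vehicle wells and 100% = reference activator wells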
GAA850 FXN act: increases GAA850 frataxin promoter reporter activity | 360,000 compounds, 0.56% hits | HEK293 lucGAA850 FXN promoter luciferase reporter, 24 h; percent of 10 µM SAHA response | activation, % at 6 µM;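 active = activation above the average of all compounds screened plus 3 SD, cutoff fixed separately per campaign, cut at about 7.5% in these data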;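 also: 0% = DMSO wells and 100% = 10 µM SAHA wells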
GC-B act: GC-B (human) receptor activation. HEK293-GC-B cells, CNP EC30, cGMP TR-FRET; 0% at EC30 CNP, 100% saturating CNP. P20594. activation, % at 10 µM. 370,000 compounds, 0.11% hits;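 active = activation at 10 µM reaching about 35% in either raw or pattern-adjusted values, limit read from the data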
HGIII-sPLA2 inh: Inhibits HGIII-sPLA2 liposome hydrolysis, primary screen; inhibition, % at 12.2 µM; 370,000 compounds, 0.56% hits; Q9NZ20; AID 743126; QFRET BODIPY PC-A2 liposome hydrolysis, fluorescence;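 active = inhibition above mean plus 3 SD of compounds lying within the high and low control bounds, cut at about 19% in these data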;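 also: 0% = median of test compound wells and 100% = no enzyme DMSO wells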
Target sequence (Q9NZ20 whole entry, looked up): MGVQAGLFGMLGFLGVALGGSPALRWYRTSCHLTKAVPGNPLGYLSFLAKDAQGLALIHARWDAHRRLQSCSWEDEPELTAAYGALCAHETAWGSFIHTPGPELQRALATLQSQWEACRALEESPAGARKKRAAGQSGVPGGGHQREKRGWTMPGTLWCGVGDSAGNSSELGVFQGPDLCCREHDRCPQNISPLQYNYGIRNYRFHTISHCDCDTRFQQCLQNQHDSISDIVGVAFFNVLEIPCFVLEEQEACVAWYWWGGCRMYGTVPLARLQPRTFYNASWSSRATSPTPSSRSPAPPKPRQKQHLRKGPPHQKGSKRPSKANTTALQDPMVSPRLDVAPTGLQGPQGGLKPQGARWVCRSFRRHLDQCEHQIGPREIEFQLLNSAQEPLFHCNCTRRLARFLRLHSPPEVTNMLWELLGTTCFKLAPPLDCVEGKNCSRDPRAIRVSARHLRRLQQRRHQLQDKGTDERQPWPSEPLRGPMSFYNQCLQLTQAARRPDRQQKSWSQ
ssDAF12 agonist: activates DAF-12 receptor from parasite S. stercoralis | HEK293 ssDAF-12/GRIP1 lit1-tk-luc reporter, luminescence; % of 3 µM dafachronic acid response | AID 652126 | activation, % at 6.8 µM | 370,000 compounds, 1% hits;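 active = activation above the mean over all tested compounds plus 3 SD, cut at about 0.9% in these data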;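 also: 0% = DMSO-only wells and 100% = 3 µM delta7-dafachronic acid wells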
DAX1 inh-2: inhibitors of human orphan nuclear receptor DAX1 (NR0B1); HEK293 Gal4-DAX1 luciferase reporter, luminescence; inhibition, % at 6.75 µM; 340,000 compounds, 0.99% hits; AID 504766;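 active = inhibition above the mean over all tested compounds plus 3 SD, cut at about 4.2% in these data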;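 also: 0% = DAX1-transfected cells with DMSO and 100% = empty-vector control cells with DMSO; inhibition shows as a rise in luminescence from relieved DAX1 repression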
Target sequence (P51843 207-470 limits assumed): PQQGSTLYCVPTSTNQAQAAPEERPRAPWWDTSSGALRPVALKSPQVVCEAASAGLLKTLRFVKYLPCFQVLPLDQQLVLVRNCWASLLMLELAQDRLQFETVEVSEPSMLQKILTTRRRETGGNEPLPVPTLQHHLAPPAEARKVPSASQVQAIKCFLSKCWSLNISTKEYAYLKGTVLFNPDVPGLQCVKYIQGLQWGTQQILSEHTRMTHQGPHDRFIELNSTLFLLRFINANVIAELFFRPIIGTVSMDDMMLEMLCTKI
hcDAF-12 act: activates DAF-12 receptor from parasite H. contortus | HEK293 hcDAF-12 lit1-tk-luc reporter, luminescence; 0% DMSO, 100% Δ7-dafachronic acid | activation, % at 6.8 µM | 370,000 compounds, 1.4% hits | AID 652067;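 active = activation above the mean of all tested compounds plus 3 SD, cut at about 5.5% in these data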;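 also: 100% = response to 3 µM Δ7-dafachronic acid high control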
Starred values were filed as active, the others as inactive.

Screening O=C(/C=C/c1ccc(Br)cc1)NC(=S)Nc1ccc(S(=O)(=O)Nc2nccs2)cc1 returned hgDAF-12 ag 1.7, GC-A act -17, ADAM10 inh 2, DAX1 inh-1 -0.2, SMARCA2 act -2, GAA850 FXN act 1.2, GC-B act 7, HGIII-sPLA2 inh -10, ssDAF12 agonist -0.4, DAX1 inh-2 -1.7 and hcDAF-12 act 1.1.
CNC[C@H](O)c1cccc(O)c1 was read as hgDAF-12 ag -3.2, GC-A act 1, ADAM10 inh -4, DAX1 inh-1 1.0, SMARCA2 act -4, GAA850 FXN act -0.4, GC-B act -4, HGIII-sPLA2 inh 4, ssDAF12 agonist -1.4, DAX1 inh-2 -0.6 and hcDAF-12 act -3.1.
`CC(=O)NC12CC3CC(C1)CC(C(=O)N1CCN(c4ncccn4)CC1)(C3)C2` gave hgDAF-12 ag -0.8, GC-A act 0, ADAM10 inh -19, DAX1 inh-1 -0.6, SMARCA2 act -1, GAA850 FXN act 1.1, GC-B act 2, HGIII-sPLA2 inh 6, ssDAF12 agonist -1.0, DAX1 inh-2 -0.8 and hcDAF-12 act -1.6.
Screening O=C(OCc1nnc(-c2ccccc2)o1)c1cc(F)c(F)cc1Cl returned hgDAF-12 ag 1.7, GC-A act 6, ADAM10 inh 2, DAX1 inh-1 0.8, SMARCA2 act 1, GAA850 FXN act 0.9, GC-B act -2, HGIII-sPLA2 inh -6, ssDAF12 agonist -1.1, DAX1 inh-2 -0.4 and hcDAF-12 act -0.9.
For COc1ccc(C2=NOC(C(=O)NCc3cccs3)C2)cc1 (centres undefined) the results were hgDAF-12 ag 6.2, GC-A act -2, ADAM10 inh 3, DAX1 inh-1 -0.4, SMARCA2 act 1, GAA850 FXN act -1.2, GC-B act 4, HGIII-sPLA2 inh -2, ssDAF12 agonist -0.9, DAX1 inh-2 -1.4 and hcDAF-12 act -0.3.
For Cc1cccc(C(C)C)c1NS(=O)(=O)c1cn(C)nc1C the results were hgDAF-12 ag -2.0, GC-A act 2, ADAM10 inh -6, DAX1 inh-1 -0.7, SMARCA2 act 0, GAA850 FXN act 1.1, GC-B act -1, HGIII-sPLA2 inh 7, ssDAF12 agonist -1.4, DAX1 inh-2 0.9 and hcDAF-12 act -1.0.
For CCC(CC)C(=O)Nc1cccc(-c2nc3ccccc3o2)c1 the results were hgDAF-12 ag -3.1, GC-A act 3, ADAM10 inh 5, DAX1 inh-1 0.0, SMARCA2 act -3, GAA850 FXN act -0.4, GC-B act 0, HGIII-sPLA2 inh -7, ssDAF12 agonist -1.2, DAX1 inh-2 -0.8 and hcDAF-12 act -2.8.
`COc1ccc(-n2c(O)c(C=Nc3ccccc3)c3ccccc3c2=O)cc1OC` gave hgDAF-12 ag -2.6, GC-A act 5, ADAM10 inh -8, DAX1 inh-1 0.4, SMARCA2 act -1, GAA850 FXN act 0.8, GC-B act -1, HGIII-sPLA2 inh -5, ssDAF12 agonist -1.8, DAX1 inh-2 -1.0 and hcDAF-12 act -1.0.
Screening CC(=O)N1CCC(N(C(=O)Nc2c(F)cccc2F)C(C)C)CC1 returned hgDAF-12 ag 0.0, GC-A act 0, ADAM10 inh -1, DAX1 inh-1 1.2, SMARCA2 act 4, GAA850 FXN act -0.5, GC-B act 6, HGIII-sPLA2 inh 2, ssDAF12 agonist -1.2, DAX1 inh-2 -0.2 and hcDAF-12 act -1.7.
`Cc1cc(C)cc(C(=O)NCC(=O)OCC(=O)c2c(N)n(C)c(=O)n(C)c2=O)c1` gave hgDAF-12 ag -0.3, GC-A act 0, ADAM10 inh -2, DAX1 inh-1 -0.3, SMARCA2 act -3, GAA850 FXN act 1.0, GC-B act -8, HGIII-sPLA2 inh 11, ssDAF12 agonist -1.6, DAX1 inh-2 0.0 and hcDAF-12 act -0.9.
COc1ccc(NC(=O)CCS(=O)(=O)c2cccc3nonc23)c(OC)c1 was read as hgDAF-12 ag 1.4, GC-A act 4, ADAM10 inh -6, DAX1 inh-1 0.4, SMARCA2 act -2, GAA850 FXN act -0.7, GC-B act 4, HGIII-sPLA2 inh 1, ssDAF12 agonist -1.4, DAX1 inh-2 -1.4 and hcDAF-12 act 1.1.
`CC(C)Nc1nc2c(c(=O)n(C)c(=O)n2C)n1C` gave hgDAF-12 ag 0.0, GC-A act 6, ADAM10 inh 3, DAX1 inh-1 0.5, SMARCA2 act 1, GAA850 FXN act 1.7, GC-B act -3, HGIII-sPLA2 inh -1, ssDAF12 agonist -1.0, DAX1 inh-2 0.0 and hcDAF-12 act -1.3.
`COCCCN1CCc2[nH]c(=S)[nH]c(=O)c2C1` gave hgDAF-12 ag -0.1, GC-A act 0, ADAM10 inh -14, DAX1 inh-1 -0.4, SMARCA2 act -3, GAA850 FXN act 0.6, GC-B act -1, HGIII-sPLA2 inh 4, ssDAF12 agonist -1.3, DAX1 inh-2 0.5 and hcDAF-12 act -0.3.
O=C(Cn1nnc(-c2cccs2)n1)N1CCc2ccccc2C1 was read as hgDAF-12 ag -1.4, GC-A act 2, ADAM10 inh 2, DAX1 inh-1 -0.4, SMARCA2 act 0, GAA850 FXN act -0.2, GC-B act -3, HGIII-sPLA2 inh 0, ssDAF12 agonist -1.0, DAX1 inh-2 0.7 and hcDAF-12 act 0.5.
For CN(CC(=O)Nc1ccc(F)cc1)C(=O)c1ccc(N2C(=O)CCC2=O)cc1 the results were hgDAF-12 ag 1.2, GC-A act -2, ADAM10 inh -1, DAX1 inh-1 0.8, SMARCA2 act -1, GAA850 FXN act -0.5, GC-B act 3, HGIII-sPLA2 inh 3, ssDAF12 agonist -0.8, DAX1 inh-2 1.0 and hcDAF-12 act 0.3.
Screening Cc1cc(NC(=O)CN2C(=O)c3ccccc3C2=O)no1 returned hgDAF-12 ag 0.0, GC-A act 3, ADAM10 inh 4, DAX1 inh-1 0.3, SMARCA2 act 0, GAA850 FXN act 1.0, GC-B act -1, HGIII-sPLA2 inh 6, ssDAF12 agonist -1.9, DAX1 inh-2 1.7 and hcDAF-12 act -0.9.
CC(NC(=O)COC(=O)c1cc([N+](=O)[O-])ccc1N1CCOCC1)c1ccccc1 (centres undefined) was read as hgDAF-12 ag -1.0, GC-A act 2, ADAM10 inh 1, DAX1 inh-1 0.1, SMARCA2 act -2, GAA850 FXN act -0.8, GC-B act -3, HGIII-sPLA2 inh 3, ssDAF12 agonist -0.8, DAX1 inh-2 -0.1 and hcDAF-12 act 0.1.
For Cc1ccc(OC(C)C(=O)Nc2ccc3c(c2)n(C)c(=O)n3C)c(C)c1 (centres undefined) the results were hgDAF-12 ag -0.8, GC-A act -3, ADAM10 inh -8, DAX1 inh-1 0.8, SMARCA2 act -2, GAA850 FXN act 0.3, GC-B act 0, HGIII-sPLA2 inh 15, ssDAF12 agonist -1.4, DAX1 inh-2 1.5 and hcDAF-12 act -1.6.
For O=C(NCc1ccccc1)NC12CC3CC(CC(C3)C1)C2 the results were hgDAF-12 ag 0.5, GC-A act 3, ADAM10 inh 0, DAX1 inh-1 -0.4, SMARCA2 act -1, GAA850 FXN act 0.3, GC-B act 5, HGIII-sPLA2 inh 2, ssDAF12 agonist -1.8, DAX1 inh-2 -1.2 and hcDAF-12 act 0.7.
Screening O=C(c1cccc2ccccc12)N1CCN(Cc2ccccc2F)CC1 returned hgDAF-12 ag -0.9, GC-A act -2, ADAM10 inh -2, DAX1 inh-1 -0.2, SMARCA2 act -1, GAA850 FXN act -1.9, GC-B act 4, HGIII-sPLA2 inh -3, ssDAF12 agonist -0.7, DAX1 inh-2 -0.4 and hcDAF-12 act -1.4.
O=C(O)CC/C(=N\NC(=O)c1ccccc1Br)c1ccccc1 was read as hgDAF-12 ag 1.2, GC-A act -1, ADAM10 inh 0, DAX1 inh-1 -0.1, SMARCA2 act -1, GAA850 FXN act 1.7, GC-B act -4, HGIII-sPLA2 inh 2, ssDAF12 agonist -0.8, DAX1 inh-2 -0.3 and hcDAF-12 act -1.0.
For CCCNC(=O)c1onc(CSc2ccc(F)cc2)c1C(=O)NCC1CC1 the results were hgDAF-12 ag -1.1, GC-A act 2, ADAM10 inh 8, DAX1 inh-1 -0.4, SMARCA2 act -1, GAA850 FXN act 2.7, GC-B act -3, HGIII-sPLA2 inh -6, ssDAF12 agonist -1.5, DAX1 inh-2 -1.3 and hcDAF-12 act -1.9.
Screening Cc1cc(Cl)ccc1C(=O)C1CCCN(C(=O)c2snnc2C)C1 (centres undefined) returned hgDAF-12 ag 3.2, GC-A act -5, ADAM10 inh 1, DAX1 inh-1 -0.4, SMARCA2 act 1, GAA850 FXN act 2.3, GC-B act -6, HGIII-sPLA2 inh -3, ssDAF12 agonist -0.1, DAX1 inh-2 -0.7 and hcDAF-12 act -0.2.
Screening Brc1ccc(CN2CCN(c3ccccn3)CC2)s1 returned hgDAF-12 ag 1.3, GC-A act 1, ADAM10 inh 0, DAX1 inh-1 -0.7, SMARCA2 act 2, GAA850 FXN act -2.5, GC-B act 2, HGIII-sPLA2 inh 0, ssDAF12 agonist -2.0, DAX1 inh-2 -0.6 and hcDAF-12 act -4.2.
`CCN1C(=O)[C@H]2[C@@H](c3ccc(C)cc3)N3C(=O)N(c4ccccc4)C(=O)[C@@]3(CC)[C@H]2C1=O` gave hgDAF-12 ag 1.7, GC-A act 5, ADAM10 inh 0, DAX1 inh-1 -0.2, SMARCA2 act 3, GAA850 FXN act 1.5, GC-B act -1, HGIII-sPLA2 inh -3, ssDAF12 agonist -0.7, DAX1 inh-2 0.4 and hcDAF-12 act 1.3.
COc1ccc(C2CC(c3ccccc3F)=NN2c2ccc(S(N)(=O)=O)cc2)cc1 (centres undefined) was read as hgDAF-12 ag 0.2, GC-A act 6, ADAM10 inh inactive, DAX1 inh-1 1.5, SMARCA2 act -1, GAA850 FXN act 0.8, GC-B act 0, HGIII-sPLA2 inh -1, ssDAF12 agonist -0.4, DAX1 inh-2 -0.3 and hcDAF-12 act 0.4.
O=C(NNC(=O)c1ccccc1C(=O)O)c1cc2ccccc2o1 was read as hgDAF-12 ag -1.7, GC-A act 5, ADAM10 inh -37, DAX1 inh-1 1.7, SMARCA2 act -2, GAA850 FXN act 0.6, GC-B act 1, HGIII-sPLA2 inh 1, ssDAF12 agonist -0.8, DAX1 inh-2 1.3 and hcDAF-12 act 0.6.
Screening CS(=O)(=O)Nc1ccc(C(=O)NCCSCc2ccccc2)cc1 returned hgDAF-12 ag -0.7, GC-A act 1, ADAM10 inh -8, DAX1 inh-1 1.2, SMARCA2 act -6, GAA850 FXN act 1.7, GC-B act -4, HGIII-sPLA2 inh 2, ssDAF12 agonist -1.7, DAX1 inh-2 5.4* and hcDAF-12 act -1.1.
Screening CC(C)C(NC(=O)c1ccc(Cl)cc1Cl)C(=O)NCCc1ccccn1 (centres undefined) returned hgDAF-12 ag -0.6, GC-A act -2, ADAM10 inh 0, DAX1 inh-1 1.5, SMARCA2 act -3, GAA850 FXN act 0.5, GC-B act 0, HGIII-sPLA2 inh 8, ssDAF12 agonist -0.5, DAX1 inh-2 0.1 and hcDAF-12 act 1.4.
